# Yfh1-depleted yeast: mitochondrial function rescue without frataxin homolog – Friedreich's ataxia, plus single-dose screen, dose response (AID 1465). S. cerevisiae Yfh1-off respiration, WST-1 reduction, 72 h; higher fold induction means a stronger effect. fold induction at 50 µM, or EC50 in µM where a hit was titrated. actives 0.074% (n = 220,000);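 active = fold induction of absorbance versus untreated yeast above a set limit, then at least 30% activation at any dose in follow-up; inconclusive = repeats straddling the limit, or above it without dose testing; inactive = fold induction below the set limit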;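 note: activators that raise dye reduction in frataxin-depleted yeast; strong numbers were not always called active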
# HEK293 NOD2/NF-kB: inhibition of NOD2-driven NF-kB reporter – cell-based, luminescence, uHTS, HEK293 (AID 1566) | one-dose inhibition, % at 4 µM; EC50 in µM for titrated hits | HEK293 NOD2/NF-kB luciferase reporter, luminescence; higher % means a stronger effect | actives 0.63% (n = 290,000); in the data active = inhibition above about 50%; note: many of its hits are not listed in these tables
# WT yeast gro inh: growth inhibition of WT yeast, mitochondrial fusion screen. mitochondrial fusion phenotypic screen, WT strain. actives 2.1% (n = 190,000). inhibition, % at 10 µM; in the data active = inhibition above about 58%; tested in S. cerevisiae
# Autophagy mod: autophagy modulation, high-content screen | MEF GFP-LC3 puncta imaging; test concentration mostly 10 µM | calls only at 10 µM (by protocol) | actives 0.98% (n = 190,000);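 active = percentage of spot-positive cells more than 3 SD above its plate mean, without a fluorescence outlier flag or 80% toxicity; inconclusive = no clear call, values can overlap the other calls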;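 note: spot-positive cell cutoff set from DMSO-treated cells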
# Hep lipid drop: modulators of hepatic lipid droplet formation; inhibition, % at 6.5 µM; AML12 mouse hepatocytes, oleate lipid droplets, BODIPY imaging; actives 0.4% (n = 240,000);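 active = lipid droplet intensity inhibited by at least 50%, with more than 500 cells counted; inconclusive = wells with under 300 cells, treated as cytotoxic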
#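 Assay system: AML12 mouse liver cells | Compound: 6.5 µM single-point dosing | Schedule: Overnight exposure | Technique: Fluorescence imaging, 20x objective, two fields per well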
# MT stabilize HCS: microtubule stabilizers in HeLa cells. HeLa tubulin immunostaining HCS, 24 h; share of cells brighter than vehicle mean+2SD. % tubulin-high responders, % at 10 µM. actives 0.83% (n = 200,000);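 active = plate Z-score above 3 for both tubulin-high and condensed-nucleus cell shares, with cell loss under 80%, at 10 µM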;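 note: anti alpha tubulin signal scored within the nucleus-defined area of each cell; some results filed as inactive read as strong as hits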
# Dynein cargo inh: dynein cargo transport inhibition. z-score, hits read low. actives 0.47% (n = 220,000). AID 1381. 3617.4 mouse cells, GR-EGFP nuclear translocation imaging; test concentration mostly 20 µM; stimulated with dexamethasone, 1 µM; hits give low values;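 active = plate z-score of nuclear minus cytoplasmic receptor signal below a set negative limit, without overly bright fluorescence or cell loss, cut at about -3.5 in these data, passing the limit was not always enough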;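 note: z-score of nuclear minus cytoplasmic ring GR-EGFP intensity difference per well; some compounds called inactive have numbers as strong as hits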
#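 Buffer or medium: tet-free, stripped-serum medium; Also added: dexamethasone, 1.0 µM final; Technique: high-content fluorescence imaging after fixation; Times: 48 h induction, 1 h compound, 30 min dex at 37 °C; Read-out: per-cell GR-EGFP intensity, nucleus versus surrounding cytoplasmic ring, well-averaged.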
# Ins promoter up: MIN6 insulin promoter up-regulation. z-score at 5 µM. actives 0.3% (n = 190,000). MIN6 insulin promoter-GFP reporter, high-content imaging; hits give high values. AID 1625;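 active = z-score above 3 at 5 µM with at least 500 cells counted in the well; inconclusive = wells under 500 cells, flagged as cytotoxic or low count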
# b-catenin transl: modulators of beta-catenin nuclear translocation. HeLa beta-catenin nuclear translocation, immunofluorescence imaging. nuclear translocation activity, % at 5 µM. actives 0.3% (n = 190,000);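 active = nuclear translocation activity above 50% at 5 µM, with a well cell count of 50 or more; inconclusive = wells under 50 cells across six images, flagged as toxic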;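 note: per-cell ratio of nuclear to cytoplasmic median beta-catenin stain intensity; plate controls were DMSO negative control for no effect and GSK-3 inhibitor IX positive control for full effect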
#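 Signal – beta-catenin immunofluorescence imaging with DAPI · Test system – human HeLa cell line · Dosing – 5 µM primary single dose, 0.1% DMSO, 0.02–20 µM confirmation series · Measure – % activation, nuclear-to-cytoplasmic median beta-catenin signal ratio per cell · Incubation – 24 h compound exposure at 37°C, 5% CO2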
# WT yeast gro inh mutant strain: recorded beside WT yeast gro inh, whose call it bears; inhibition, %; mitochondrial fusion phenotypic screen, mutant strain inhibition
# Dynein cargo inh cytoplasmic EGFP: second read-out of Dynein cargo inh, no call of its own (marks repeat the call); z-score; measured here: cytoplasmic GR-EGFP intensity; hits give high values
# Dynein cargo inh nuclear GR-EGFP: second read-out of Dynein cargo inh, no call of its own (marks repeat the call); z-score; measured here: nuclear GR-EGFP intensity;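 lower value marks the stronger effect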
# Dynein cargo inh cell count: also measured in Dynein cargo inh; calls as there; z-score; measured here: cell count per field
# Ins promoter up cell count: further read-out of Ins promoter up, marked with its call; cell count; measured here: cytotoxicity, nuclei count;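 total cells summed across four imaged fields per well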
# Hep lipid drop cells 6.5 µM: recorded beside Hep lipid drop, whose call it bears; cell count; measured here: cell count, cytotoxicity flag;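 cells counted across two imaged fields per well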
# b-catenin transl cell count 5 µM: further read-out of b-catenin transl, marked with its call; cell count; measured here: cell count, cytotoxicity flag
# MT stabilize HCS Hoechst-high %: recorded beside MT stabilize HCS, whose call it bears; % Hoechst-high responders; measured here: nuclear condensation Hoechst responders;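 share of cells brighter than vehicle mean plus two SD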
# MT stabilize HCS cytotoxicity %: second read-out of MT stabilize HCS, no call of its own (marks repeat the call); toxicity, %; measured here: cytotoxicity by cell density;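 0% = mean cell density of plate MIN control wells and 100% = no cells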
# Autophagy mod cell loss 18 h: further read-out of Autophagy mod, marked with its call; toxicity, %; measured here: cell loss, nuclei count;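 cell loss after 18 h compound exposure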
# The depositor's hits bear a star; i = inactive; ? = inconclusive; · = not tested or not shown; + = active, no number.
no.	smiles	Yfh1-depleted yeast	HEK293 NOD2/NF-kB	WT yeast gro inh	WT yeast gro inh mutant strain	Autophagy mod	Autophagy mod cell loss 18 h	Hep lipid drop	Hep lipid drop cells 6.5 µM	MT stabilize HCS	MT stabilize HCS Hoechst-high %	MT stabilize HCS cytotoxicity %	Dynein cargo inh	Dynein cargo inh cytoplasmic EGFP	Dynein cargo inh nuclear GR-EGFP	Dynein cargo inh cell count	Ins promoter up	Ins promoter up cell count	b-catenin transl	b-catenin transl cell count 5 µM
1	O=C(/C=C/c1ccccc1)NC(=S)NNC(=O)c1ccco1	i	2%	-17	-35	i	-17	-2	741	2.3	1.5	8.2	-0.2	-0.23	-0.39	0.25	0.34	1205	-1.1	1170
2	O=C(NNc1ccccn1)C(c1ccccc1)c1ccccc1	i	5%	-5	10	i	-20	2	684	1.5	1.7	13	-0.11	-0.28	-0.082	0.17	-1.1	1283	0.4	1046
3	CCCSc1nnc(CNC(=O)C23CC4CC(CC(C4)C2)C3)n1Cc1ccccc1	·	0%	-7	-1	i	10	-38	512	2.8	2.5	10	-0.86	-0.25	-0.64	0.36	-0.16	1516	-0.2	1129
4	COc1ccc2oc3ccc(OC)cc3c(=O)c2c1	i	-55%	-5	6	i	35	·	·	1.8	1.2	3.9	-0.99	-0.22	-0.5	0.99	0.13	1542	2.7	1133
5	O=C(COC(=O)CCSc1ccccc1)Nc1cc(F)ccc1F	i	-4%	-15	12	i	10	17	701	6.3	2.8	6.0	-0.59	-0.31	0.061	0.52	-0.65	1376	-1.5	1180
6	CN(C)CCNC(=O)c1cc2c(s1)-c1ccccc1OC2	i	-18%	-1	-14	i	10	·	·	1.7	4.4	7.6	-0.72	0.058	-0.1	1.3	0.67	872	·	·
7	Cc1ccc(C(=O)Nc2nn(C)c3cccc(F)c23)cc1	i	-2%	·	·	·	·	1	729	·	·	·	2.2	-0.29	0.55	-0.2	0.14	1354	9.0	926
8	CCOC(=O)c1sc2nc(-c3ccccc3)ccc2c1N	i	-105%	-8	-20	i	-8	8	506	2.4	2.6	6.3	-0.5	-0.3	-0.54	0.86	·	·	-0.6	971
9	Cc1ccc(-c2sc(-c3ccccc3)nc2CC(=O)Nc2ccccc2F)cc1	i	-6%	5	-6	i	-9	-1	670	3.0	2.9	11	-0.44	-0.3	-0.47	0.48	-0.09	1498	2.8	965
10	CC[N+](CC)(CC)C/C=C/CN1CCCCC1	i	19%	-15	-16	i	-1	-5	592	2.8	2.1	6.4	-0.43	-0.2	0.37	-0.68	0.3	1270	3.2	1008
11	N#Cc1ccc(C(=O)Nc2cc(S(=O)(=O)N3CCCC3)ccc2OCC(F)(F)F)cc1	i	12%	-10	21	i	-3	-10	626	1.2	1.9	6.6	-0.94	-0.035	-0.17	0.63	0.04	1321	0.3	1077
12	O=C(COc1ccc2oc(-c3ccco3)cc(=O)c2c1)N1CCCCC1	i	8%	8	-11	i	11	5	679	1.9	2.5	1.9	0.2	-0.31	0.9	0.27	-1.3	1607	-4.4	1189
13	CCC(C)C1C(C#N)=C(N)Oc2n[nH]c(-c3ccccc3)c21 (stereo not drawn)	i	-6%	0	-1	i	10	-10	682	3.7	4.1	0.9	-0.95	-0.16	-0.49	0.55	0.17	1862	-1.5	1104
14	CCc1ccc2oc(-c3cc(N)cc(C)c3O)nc2c1	i	-12%	40	-6	+	46*	-19	748	3.9	1.0	8.8	-0.74	-0.1	-0.3	0.12	-1.5	902	8.3	1082
15	O=C(Nc1nncs1)c1ccc(Br)c(S(=O)(=O)N2CCCC2)c1	i	7%	12	24	i	-4	4	642	2.7	2.0	4.5	-0.94	-0.24	-0.44	0.48	0.13	1844	-2.1	1123
16	O=C(CCCN1C(=O)c2cccc3cccc(c23)C1=O)Nc1ccon1	i	-15%	-4	-2	i	-33	-31	732	3.5	1.7	3.9	-1.1	-0.29	-0.39	0.56	·	·	-2.4	1098
17	CCCCCC(=O)Nc1sc(C)c(C)c1C#N	i	5%	36	7	i	18	0	567	4.8	2.1	2.6	1.6	-0.24	0.4	-0.91	·	·	2.1	1024
18	C/C(=N\S(=O)(=O)c1ccc(C)cc1)NC(=S)Nc1ccc(C)cc1	i	12%	6	17	i	33	-21	708	5.0	2.0	12	0.54	-0.33	0.54	0.61	1.1	1155	-2.4	1148
19	Cc1cccc(-n2c(-c3ccco3)nc3nc4ccccc4nc32)c1	·	18%	1	-8	i	-1	-13	586	3.7	1.7	11	0.56	-0.18	0.9	0.81	-0.22	1795	-1.2	1025
20	COC(=O)C1(C(C[N+](=O)[O-])c2ccc(C)cc2)C(=O)NCC1c1ccco1 (stereo not drawn)	i	2%	·	·	·	·	-26	687	·	·	·	-0.62	-0.19	-0.35	1	0.39	1013	0.4	1333
21	Cn1c(/C(C#N)=C/c2cccc(O)c2)nc2ccccc21	i	-81%	-9	-2	i	-6	2	561	2.1	3.5	10	1.2	-0.43	-0.17	2.8	0.28	1343	4.4	1204
22	CC(C)N(Cc1cn(C)nc1-c1cccc(Cl)c1)CC1CCC(=O)N1 (stereo not drawn)	i	16%	-24	-17	i	-4	8	670	1.8	1.7	8.2	-0.55	-0.15	0.19	0.028	·	·	2.7	1017
23	Cc1sc2ncnc(N3CCN(CCOc4ccc(Cl)cc4)CC3)c2c1C	i	44%	31	25	i	4	-17	762	0.6	1.6	8.6	-0.44	-0.038	-0.29	0.009	?	·	0.0	1153
24	CC(CNC(=O)c1ccc(Br)o1)NC(=O)c1ccc(Br)o1 (stereo not drawn)	i	8%	-1	1	i	52	·	·	5.1	3.0	13	1.1	0.11	1.1	-1.6	0.43	1293	-2.6	1033
25	CN(C)CCCNc1nc(N)c([N+](=O)[O-])c(NCCO)n1	i	7%	·	·	·	·	4	733	·	·	·	0.22	-0.28	0.047	0.22	-0.26	1332	-3.7	1158
26	CN(C)C(=O)c1cn(-c2ccccc2)nc1-c1cccc([N+](=O)[O-])c1	i	4%	-1	7	i	4	0	670	3.1	2.8	5.6	0.38	-0.33	0.39	-0.0093	-0.37	1429	-0.3	1449
27	CCOc1cc(C(=O)OCC(=O)NC(C)c2ccccc2)ccc1OCC(=O)N1CCOCC1 (stereo not drawn)	i	-18%	-16	-9	i	10	-4	709	2.5	2.8	1.7	-0.76	-0.14	-0.43	0.37	·	·	-2.6	1045
28	CC(C)N(Cc1nc(-c2ccccc2)no1)C(=O)CN1C(=O)c2ccccc2C1=O	i	18%	7	-13	i	6	4	749	2.6	1.5	5.5	1.2	-0.24	0.82	-1.1	0.01	1261	-3.0	1191
29	CCC(=O)N1CCc2cc(Br)cc(S(=O)(=O)Nc3c(C)n(C)n(-c4ccccc4)c3=O)c21	i	23%	-18	-2	i	25	-7	751	3.7	1.7	2.6	-0.097	0.14	0.14	-0.012	·	·	-2.3	591
30	Cc1[nH]c2ccccc2c1Cc1nnc(SCCC#N)o1	i	10%	6	3	i	3	-2	788	2.7	0.3	7.5	-0.037	-0.26	0.3	0.82	0.12	1156	-0.7	1248
31	CC(NC(=O)CSc1nc2sc3c(c2c(=O)n1-c1ccccc1)CCCC3)c1ccccc1 (stereo not drawn)	i	-2%	-9	-3	i	18	-12	716	4.0	1.9	1.4	-0.015	-0.28	-0.4	0.64	·	·	6.8	585
32	CCOc1ccc(NC(=O)CSc2ccc(-c3ccccn3)nn2)cc1	i	-11%	-2	23	i	-6	-22	638	5.6	2.3	10	-0.5	-0.23	-0.44	0.26	0.82	1620	-2.5	1091
33	CCC1CCCCN1C(=O)Cn1c(=O)n(CCC(=O)NCc2ccco2)c(=O)c2sccc21 (stereo not drawn)	i	12%	-2	-4	i	1	·	·	2.3	2.4	6.5	-1.2	-0.21	-0.59	2.5	-0.01	1186	-2.2	970

# Compounds from the list above with a nitro group on carbon, in the order listed:
no.	smiles	Yfh1-depleted yeast	HEK293 NOD2/NF-kB	WT yeast gro inh	WT yeast gro inh mutant strain	Autophagy mod	Autophagy mod cell loss 18 h	Hep lipid drop	Hep lipid drop cells 6.5 µM	MT stabilize HCS	MT stabilize HCS Hoechst-high %	MT stabilize HCS cytotoxicity %	Dynein cargo inh	Dynein cargo inh cytoplasmic EGFP	Dynein cargo inh nuclear GR-EGFP	Dynein cargo inh cell count	Ins promoter up	Ins promoter up cell count	b-catenin transl	b-catenin transl cell count 5 µM
20	COC(=O)C1(C(C[N+](=O)[O-])c2ccc(C)cc2)C(=O)NCC1c1ccco1 (stereo not drawn)	i	2%	·	·	·	·	-26	687	·	·	·	-0.62	-0.19	-0.35	1	0.39	1013	0.4	1333
25	CN(C)CCCNc1nc(N)c([N+](=O)[O-])c(NCCO)n1	i	7%	·	·	·	·	4	733	·	·	·	0.22	-0.28	0.047	0.22	-0.26	1332	-3.7	1158
26	CN(C)C(=O)c1cn(-c2ccccc2)nc1-c1cccc([N+](=O)[O-])c1	i	4%	-1	7	i	4	0	670	3.1	2.8	5.6	0.38	-0.33	0.39	-0.0093	-0.37	1429	-0.3	1449

# Bioassay records from PubChem BioAssay.

# A portion of the library; count on the stated rates, not on these rows.
